Screening results deposited in PubChem BioAssay by several laboratories.
FLuc inhib CS: Photinus pyralis luciferase inhibition counter-screen; ATPLite firefly luciferase biochemical luminescence, 10 min; AID 1006; inhibition, % at 10 µM; P08659; 200,000 compounds, 1.5% hits;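 active = inhibition above about 50% when tested at 10 µM, limit read from the data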
Target sequence (P08659 whole entry, looked up): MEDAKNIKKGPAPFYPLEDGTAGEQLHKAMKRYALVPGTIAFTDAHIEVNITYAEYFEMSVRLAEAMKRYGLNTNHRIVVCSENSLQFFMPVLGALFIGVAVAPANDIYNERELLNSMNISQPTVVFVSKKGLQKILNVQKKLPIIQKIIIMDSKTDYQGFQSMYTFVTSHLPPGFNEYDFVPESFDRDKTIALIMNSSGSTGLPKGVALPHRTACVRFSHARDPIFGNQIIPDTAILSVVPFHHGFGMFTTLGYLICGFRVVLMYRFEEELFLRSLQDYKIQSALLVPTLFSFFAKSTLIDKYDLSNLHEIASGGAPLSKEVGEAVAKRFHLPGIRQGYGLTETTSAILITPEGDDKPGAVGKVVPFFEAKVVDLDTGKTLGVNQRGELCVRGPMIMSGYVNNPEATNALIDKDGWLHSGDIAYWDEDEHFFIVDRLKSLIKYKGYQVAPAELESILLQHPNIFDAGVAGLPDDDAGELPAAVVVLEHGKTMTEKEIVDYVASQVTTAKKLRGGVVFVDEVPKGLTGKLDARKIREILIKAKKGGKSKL
APP transl inh: APP translation inhibition. inhibition, % at 2 µM. SH-SY5Y APP 5'UTR-luciferase reporter, luminescence. 190,000 compounds, 0.82% hits;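 active = inhibition above a set limit, derived from the sample mean plus 3 SD, cut at about 45% in these data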; note: values of inactives mirror those of a sister screen read the other way
NF-kB expr up: compounds increasing NF-kB expression in human neuronal cells; NF-kB reporter expression; stronger effect = higher value; fold change at 12.5 µM; 190,000 compounds, 1.6% hits; AID 1239; in the data active = fold change above about 3.3
STAT1 act: STAT1 signaling activation. activation (% of control), % at 5.5 µM. NIH 3T3 STAT1-luciferase reporter, IFN-gamma, luminescence; 100% = IFN-gamma alone, no compound. 200,000 compounds, 2.6% hits;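 active = activation above the screen-wide mean activation plus 3 SD, cut at about 130% in these data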;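 note: raw ratio to IFN-gamma control signal so 100% means no change and 0% no light; values of inactives mirror those of a sister screen read the other way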
G6PDH CS: L. mesenteroides G6PDH inhibition counter-screen; Purified L. mesenteroides G6PDH, diaphorase/resazurin coupled fluorescence, 45 min; inhibition, % at 5 µM; 200,000 compounds, 0.12% hits; in the data active = inhibition above about 50%
APP 5'UTR act: activates APP 5'UTR luciferase reporter; SH-SY5Y APP 5'UTR luciferase reporter, luminescence; zero percent = DMSO vehicle wells; activation, % at 2 µM; 190,000 compounds, 1% hits;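 active = activation above a set limit, based on mean plus 3 SD of controls, cut at about 140% in these data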; note: values of inactives mirror those of a sister screen read the other way
Diaph inh CS: inhibits diaphorase or chemically oxidizes, flagging diaphorase assay artifacts | AID 1217 | inhibition, % at 20 µM | 190,000 compounds, 0.69% hits | diaphorase resazurin-to-resorufin fluorescence, NADH, 16 min; bacterial (C. kluyveri) enzyme, not human;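 active = primary screen inhibition at 20 µM above a set limit, cut at about 50% in these data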;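 note: plate controls were DMSO with full reaction for no effect and wells lacking NADH for full effect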
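Assay system: diaphorase enzyme from Clostridium kluyveri. Quantity: enzyme working solution with 0.14 U/mL diaphorase. Schedule: reaction incubation of 16 min at room temperature. Technique: resorufin fluorescence, excitation 544 nm, emission 590 nm. Controls: No-NADH positive control and DMSO neutral control.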
FLuc stim CS: firefly luciferase counter-screen for stimulation assays | P08659 | ATPlite luciferase biochemical, luminescence, 10 min; 0 = ATP-free wells, 1 = DMSO control | activation factor at 10 µM | 200,000 tested, under 10 active;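 active = luciferase activation factor, scaled between plate controls, of at least 2 with compound at 10 µM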
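Material: Luciferase/luciferin reagent mix | Doses: Test compounds dosed from 2 mM stocks in 100% DMSO | Timing: 10 min incubation after luciferase reagent addition, room temperature | Measured by: Luminescence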
Diaphorase act: activates diaphorase or chemically reduces, flagging diaphorase assay artifacts. Diaphorase/resazurin coupled assay, resorufin fluorescence, 16 min; stronger effect = higher value; 1 = vehicle wells, 0 = NADH-free wells. 190,000 compounds, 0.005% hits. activation factor at 20 µM. AID 1229;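 active = diaphorase activity raised at least twofold by the compound at 20 µM; inactive = activation factor below 2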
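Material: purified diaphorase enzyme from Clostridium kluyveri / Medium: HEPES pH 7.4 buffer with MgCl2 and Tween 20 / Schedule: enzyme reaction of 16 min at room temperature / Measured by: resorufin fluorescence, excitation 544 nm, emission 590 nm / Evaluation: rise in resorufin formation, marking diaphorase activation or chemical reduction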
TLR4 MyD88 comp: inhibitors of human TLR4-MyD88 binding; O00206+Q99836; HeLa CL3-4 TLR4/MyD88 BLA complementation, FRET ratio; inhibition, % at 8.4 µM; 200,000 compounds, 0.18% hits; in the data active = inhibition above about 25%;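 note: 0% = vehicle and 100% = reference inhibitor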
The depositor's hits bear a star; . = no result given.

1: O=C(CSc1nnc(-c2ccccn2)n1Cc1ccccc1)Nc1ccc2c(c1)OCO2
2: CCOc1ccccc1OCCOc1ccc(F)cc1
3: O=C(NNS(=O)(=O)c1ccccc1)C1CC(c2cccnc2)=NO1 (centres undefined)
4: Brc1ccccc1Cn1c(-c2cncs2)nc2ccccc21
5: CCOC(=O)c1c(NC(=O)CSc2nnc(N)s2)sc(C)c1-c1ccc(C)cc1
6: C=COCCNC(=O)C1CC(=O)N(c2ccc(C)cc2)C1 (centres undefined)
7: COc1cccc(Nc2nc(-c3sc(NC(=O)c4ccccc4)nc3C)cs2)c1
8: Cc1ccc(S(=O)(=O)N2CCC(C(=O)OCC(=O)N3CCc4ccccc43)CC2)cc1

| Screen / compound no. | 1 | 2 | 3 | 4 | 5 | 6 | 7 | 8 |
| --- | --- | --- | --- | --- | --- | --- | --- | --- |
| FLuc stim CS | 1.1 | 1.1 | 1.1 | 1 | 1 | 1.1 | 1.1 | 1 |
| Diaphorase act | 0.9 | 0.9 | 1 | 0.7 | 0.8 | 1 | 0.8 | 0.7 |
| NF-kB expr up | 0.91 | 1.3 | 1.1 | 0.86 | 0.87 | 1.2 | 0.59 | 1.1 |
| STAT1 act | 94 | 107 | 95 | 101 | 100 | 104 | 106 | 100 |
| FLuc inhib CS | -5 | -7 | -6 | -4 | -1 | -7 | -7 | -4 |
| APP transl inh | 4 | -8 | 0 | -21 | -4 | -14 | -11 | 5 |
| APP 5'UTR act | -4 | 8 | 0 | 21 | 4 | 13 | 11 | -5 |
| Diaph inh CS | 13 | 14 | 2 | 30 | 18 | 1 | 16 | 33 |
| G6PDH CS | -1 | 12 | -3 | 7 | -32 | -1 | 4 | 2 |
| TLR4 MyD88 comp | 0 | 8 | 2 | -15 | -11 | 13 | -4 | -18 |

9: CN(C)/C=N/c1[nH]ncc1C#N
10: Cc1ccc2[nH]c(=O)c(CN(Cc3cccs3)C(=S)NCc3ccco3)cc2c1
11: O=C(COC(=O)c1ccccn1)Nc1ncc(C(F)(F)F)cc1Cl
12: [O-][n+]1c2c(nn1-c1ccccc1Cl)-c1nonc1CC2
13: COc1cc(CNCc2cccs2)ccc1OCC(=O)NC(C)(C)C
14: CC(/C=N/n1c(-c2cccnc2)n[nH]c1=S)=C\c1ccccc1
15: Oc1c(N=NC(=S)Nc2ccccc2F)c2ccccc2n1Cc1ccccc1
16: CC(C)NCCCCOc1ccccc1-c1ccccc1

| Screen / compound no. | 9 | 10 | 11 | 12 | 13 | 14 | 15 | 16 |
| --- | --- | --- | --- | --- | --- | --- | --- | --- |
| FLuc stim CS | 1.1 | 0.9 | 1 | 1 | 1.1 | 1 | 1 | 1.1 |
| Diaphorase act | 0.9 | 1 | 0.8 | 0.9 | 1 | 0.6 | 1 | 0.9 |
| NF-kB expr up | 1.3 | 0.71 | 1.2 | 1.1 | 0.93 | 1.2 | 0.78 | 0.91 |
| STAT1 act | 96 | 95 | 95 | 91 | 98 | 102 | 105 | 104 |
| FLuc inhib CS | -7 | 7 | -2 | -4 | -7 | -1 | -5 | -9 |
| APP transl inh | -1 | 5 | -14 | 6 | 4 | -3 | 18 | 1 |
| APP 5'UTR act | 1 | -5 | 14 | -6 | -4 | 3 | -18 | -1 |
| Diaph inh CS | 13 | 0 | 22 | 7 | -1 | 42 | -5 | 12 |
| G6PDH CS | -2 | -30 | 14 | -4 | 5 | 7 | -5 | 0 |
| TLR4 MyD88 comp | -16 | 5 | 8 | 5 | 0 | 2 | 4 | 3 |

17: O=C(O)C1CCCN1S(=O)(=O)c1ccc2[nH]c(=O)c(=O)[nH]c2c1 (centres undefined)
18: Cc1cc(C)n(-c2ccc(S(N)(=O)=O)cc2[N+](=O)[O-])n1
19: CCCCCCCC1(C)NC(=O)N(CC(=O)Nc2cc(C)on2)C1=O (centres undefined)
20: N#C/C(=C\c1ccc(N2CCOCC2)o1)C(=O)NCC1CCCO1 (centres undefined)
21: Cc1nnc(SCC(=O)N2CCc3ccccc3C2)n1-c1ccccc1
22: CCOC(=O)c1ccc(NC(=O)CSc2nc3c(c(=O)n2C)SC(C)C3)cc1 (centres undefined)
23: CCOC(=O)CSc1nnc(-c2ccco2)n1-c1ccccc1
24: CCN(Cc1nc2ccccc2c(=O)[nH]1)Cc1cc(=O)oc2cc(OC)ccc12

| Screen / compound no. | 17 | 18 | 19 | 20 | 21 | 22 | 23 | 24 |
| --- | --- | --- | --- | --- | --- | --- | --- | --- |
| FLuc stim CS | 1 | 1.1 | 1.1 | 1 | 1 | 1.1 | 1 | 1.1 |
| Diaphorase act | 0.9 | 1 | 1 | 0.9 | 0.9 | 0.9 | 0.9 | 0.8 |
| NF-kB expr up | 1.2 | 1.1 | 1.2 | 1.1 | 1.1 | 0.77 | 1.4 | 0.85 |
| STAT1 act | 102 | 99 | 93 | 108 | 97 | 84 | 100 | 92 |
| FLuc inhib CS | -4 | -9 | -10 | -4 | -3 | -6 | 0 | -11 |
| APP transl inh | -2 | -20 | -5 | -2 | -5 | . | 8 | 11 |
| APP 5'UTR act | 2 | 20 | 5 | 2 | 5 | . | -8 | -11 |
| Diaph inh CS | 9 | 2 | 4 | 9 | 12 | 13 | 15 | 24 |
| G6PDH CS | -10 | 6 | 5 | 12 | 11 | -2 | 11 | 1 |
| TLR4 MyD88 comp | -14 | 1 | -14 | 8 | -3 | -2 | -14 | 8 |

Part of the list above, field by field.
20) N#C/C(=C\c1ccc(N2CCOCC2)o1)C(=O)NCC1CCCO1 (centres undefined)
  FLuc stim CS = 1; Diaphorase act = 0.9; NF-kB expr up = 1.1; STAT1 act = 108; FLuc inhib CS = -4; APP transl inh = -2; APP 5'UTR act = 2; Diaph inh CS = 9; G6PDH CS = 12; TLR4 MyD88 comp = 8

21) Cc1nnc(SCC(=O)N2CCc3ccccc3C2)n1-c1ccccc1
  FLuc stim CS = 1; Diaphorase act = 0.9; NF-kB expr up = 1.1; STAT1 act = 97; FLuc inhib CS = -3; APP transl inh = -5; APP 5'UTR act = 5; Diaph inh CS = 12; G6PDH CS = 11; TLR4 MyD88 comp = -3

(cont.)
25: CN1CCS/C1=C\C=C1/SC(=S)N(CC(=O)O)C1=O
26: Cc1nnc(-c2cnn(C)c2N)n1Cc1ccc(Cl)cc1
27: Cc1onc(-c2ccccc2)c1C(=O)c1c[nH]c(C(=O)NCc2ccncc2)c1
28: O=C1O/C(=C\c2ccccc2)c2ccccc21
29: O=C(NCc1cccs1)C(=O)NCC(c1ccco1)N1CCN(c2ccc(F)cc2)CC1 (centres undefined)
30: COc1ccccc1NC(=O)N(CCCN1CCOCC1)Cc1cc2cc3c(cc2[nH]c1=O)OCO3
31: COc1cccc(OCc2nc3ccccc3[nH]2)c1
32: O=C(NCc1cccs1)c1csc2ccccc12

| Screen / compound no. | 25 | 26 | 27 | 28 | 29 | 30 | 31 | 32 |
| --- | --- | --- | --- | --- | --- | --- | --- | --- |
| FLuc stim CS | 0.9 | 1 | 1 | 0.9 | 1 | 1.1 | 0.5 | 1 |
| Diaphorase act | 0.9 | 0.9 | 1 | 0.8 | 1 | 1 | 0.7 | 0.9 |
| NF-kB expr up | 1.1 | 1 | 0.93 | 1.5 | 1 | . | 3.4* | 1.3 |
| STAT1 act | 97 | 94 | 91 | 108 | 96 | . | 126 | 102 |
| FLuc inhib CS | 12 | -2 | -4 | 10 | 1 | -6 | 52* | -2 |
| APP transl inh | 3 | 4 | 3 | -10 | 3 | . | -131 | -15 |
| APP 5'UTR act | -3 | -3 | -3 | 10 | -3 | . | 131 | 15 |
| Diaph inh CS | 11 | 15 | 4 | 19 | 0 | 1 | 29 | 13 |
| G6PDH CS | 6 | 2 | -3 | -7 | -2 | 8 | 13 | -21 |
| TLR4 MyD88 comp | 9 | -5 | -21 | -9 | -9 | . | -12 | 0 |

Profiles, looked up by structure. Order of screens: FLuc stim CS | Diaphorase act | NF-kB expr up | STAT1 act | FLuc inhib CS | APP transl inh | APP 5'UTR act | Diaph inh CS | G6PDH CS | TLR4 MyD88 comp
Profile of O=C(NCc1cccs1)C(=O)NCC(c1ccco1)N1CCN(c2ccc(F)cc2)CC1 (centres undefined) = 1 | 1 | 1 | 96 | 1 | 3 | -3 | 0 | -2 | -9
Profile of COc1cccc(OCc2nc3ccccc3[nH]2)c1 = 0.5 | 0.7 | 3.4* | 126 | 52* | -131 | 131 | 29 | 13 | -12
Profile of CN1CCS/C1=C\C=C1/SC(=S)N(CC(=O)O)C1=O = 0.9 | 0.9 | 1.1 | 97 | 12 | 3 | -3 | 11 | 6 | 9
Profile of O=C1O/C(=C\c2ccccc2)c2ccccc21 = 0.9 | 0.8 | 1.5 | 108 | 10 | -10 | 10 | 19 | -7 | -9

(cont.)
33: O=C1CC(=O)CC(c2ccco2)C1
34: CC(=O)c1cccc(CN2CCN(CC(C)C)C(CCO)C2)c1 (centres undefined)
35: O=C(c1cc([N+](=O)[O-])ccc1N1CCOCC1)N1CCCCC1
36: O=C(CCCN1C(=O)c2ccccc2C1=O)Nc1ccc(S(=O)(=O)N2CCCCC2)cc1
37: CC(=O)N1CCN(CCN=CC2=C(O)CC(c3cccs3)CC2=O)CC1 (centres undefined)
38: O=C(Nc1ccccc1-c1ccccc1NC(=O)c1ccco1)c1ccco1
39: O=C(COC(=O)Cn1cnc2ccccc21)NCCCc1ccccc1
40: COc1ccc(-c2ccc(S(=O)(=O)N3CCCC3)cc2)cc1
41: Cc1[nH]c2ccccc2c1/C=C(\C#N)C(=O)NCC1CCCO1 (centres undefined)
42: COc1cccc(NC(=O)Cn2c(CCC(=O)O)ccc2-c2ccc(C)cc2)c1

| Screen / compound no. | 33 | 34 | 35 | 36 | 37 | 38 | 39 | 40 | 41 | 42 |
| --- | --- | --- | --- | --- | --- | --- | --- | --- | --- | --- |
| FLuc stim CS | 1.1 | 1 | 1 | 1 | 1 | 1.1 | 1.1 | 1.1 | 1 | 1.1 |
| Diaphorase act | 1 | 0.9 | 0.9 | 0.9 | 0.9 | 1 | 0.9 | 1 | 0.9 | 0.9 |
| NF-kB expr up | 0.96 | 1.1 | 1.2 | 0.85 | 1.1 | 1.1 | 1.1 | 1.2 | 1.4 | . |
| STAT1 act | 96 | 96 | 95 | 105 | 96 | 100 | 95 | 96 | 107 | 97 |
| FLuc inhib CS | -6 | -4 | -5 | -4 | -2 | -10 | -5 | -5 | -2 | -9 |
| APP transl inh | 7 | 1 | -7 | 19 | -7 | -6 | 10 | -14 | -15 | 3 |
| APP 5'UTR act | -7 | -1 | 7 | -19 | 7 | 6 | -10 | 14 | 15 | -3 |
| Diaph inh CS | 3 | 8 | 8 | 11 | 11 | 4 | 6 | 2 | 7 | 6 |
| G6PDH CS | -1 | 15 | 3 | -1 | -3 | 5 | 7 | -2 | 10 | -1 |
| TLR4 MyD88 comp | 15 | -14 | 2 | -10 | -3 | -6 | -2 | 1 | -17 | -12 |

Compounds as they come; overall some 5.6% were active at least once.
